Screens from PubChem BioAssay.
HTR2A ag: agonists of mouse serotonin 5-HT2A receptor (HTR2A). AID 624169. CHO-K1 mHTR2A beta-arrestin complementation, luminescence; percent of 30 µM serotonin response. P35363. 360,000 tested, 0.66% active. activation, % at 7.6 µM;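 active = activation above a run cutoff, the mean activation of all tested compounds plus 3 SD, cut at about 14% in these data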;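 note: 0% = plate median of compound wells and 100% = 30 µM serotonin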
MC4R ag barr: activates human MC4R beta-arrestin recruitment; activation, % at 8.9 µM; AID 540308; U2OS MC4R beta-arrestin complementation, luminescence; percent of melanotan II response, DMSO zero; P32245; 360,000 tested, 0.98% active;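 active = activation above a per-plate cutoff, the mean activation of sample wells on that plate plus 3 SD, cut at about 8% in these data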
N-glyco inh: blocks N-linked glycosylation in D54 reporter cells; D54 ERlucT glycosylation luciferase reporter, 24 h; percent of 100 nM tunicamycin response; reporter increase, % at 12.5 µM; 360,000 tested, 0.23% active; AID 588692;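 active = mean luciferase reporter signal, scaled so untreated is 0 and the glycosylation-blocking control 100, at or above a set limit in every replicate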;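 note: luciferase carries N-glycosylation sites so blocking glycosylation raises the light; 0% = median of neutral control wells and 100% = median of 100 nM tunicamycin wells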
aDG glyco up: alpha-DG glycosylation activation; activation, % at 10 µM; Pro5-aDG cells, alpha-DG glycosylation AlphaScreen (IIH6); 0% Pro5, 100% B10-LARGE cell signal; 360,000 tested, 0.22% active;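 active = activation of at least 8% versus controls, or a plate z-score of at least 8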;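 note: Pro5 are CHO cells carrying HIG-tagged alpha-DG that lacks glycosylation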
Exocytosis inh: blocks lytic granule exocytosis; 360,000 tested, 0.66% active; inhibition, % at 10 µM; TALL-104 LAMP-1 surface exposure, flow cytometry; cells stimulated with thapsigargin and PMA;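 active = inhibition above about 55%, limit read from the data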
MC4R antag cAMP: antagonists of human melanocortin 4 receptor (MC4R). P32245. MC4R-expressing cells, MTII-stimulated cAMP, LANCE TR-FRET. inhibition, % at 6.5 µM. 360,000 tested, 0.48% active;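 active = inhibition above its plate's cutoff, the mean of tested wells on that plate plus 3 SD, cut at about 29% in these data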;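 note: 0% = Melanotan II alone and 100% = Melanotan II plus saturating MCL0020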
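material = U2OS cells stably expressing human melanocortin 4 receptor (MC4R) | also added = Melanotan II challenge | dosing = single nominal compound dose of 6.5 µM | detection = TR-FRET with Eu-cAMP and labeled anti-cAMP, 671 nm | replication = singlicate | timing = compound 30 min, challenge 1 h, detection 1 h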
hiPSC survival: increases survival of single human iPS cells; hiPSC single-cell survival, ATPlite luminescence; 100% = ROCK inhibitor wells, 0% = DMSO; survival enhancement, % at 20 µM; 360,000 tested, 0.044% active; AID 602274; in the data active = survival enhancement above about 18%;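 note: cells exposed to compounds for 16 hours before the ATP read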
ABHD5-PLIN5 inh: ABHD5-PLIN5 protein interaction inhibition | Split G. princeps luciferase complementation, luminescence, 4 h | 360,000 tested, 0.78% active | inhibition, % at 4 µM;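 active = inhibition above the mean inhibition across every tested compound plus 3 SD, cut at about 22% in these data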;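 note: 0% = DMSO only wells and the 100% control is not disclosed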
ABCB6 inh MLPCN: blocks the human ABCB6 transporter. 360,000 tested, 0.19% active. K562-ABCB6 porphyrin accumulation, flow cytometry, 1 h; hits give low values. fluorescence ratio to DMSO, % at 10 µM. Q9NP58. AID 602162;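 active = fluorescence ratio to DMSO below 75%, the collection mean minus 3 SD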;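 note: signal is porphyrin accumulated inside mitochondria; 100% equals median channel fluorescence of DMSO control wells; lower ratio means ABCB6 inhibition with less porphyrin fluorescence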
Target sequence (Q9NP58 whole entry, looked up): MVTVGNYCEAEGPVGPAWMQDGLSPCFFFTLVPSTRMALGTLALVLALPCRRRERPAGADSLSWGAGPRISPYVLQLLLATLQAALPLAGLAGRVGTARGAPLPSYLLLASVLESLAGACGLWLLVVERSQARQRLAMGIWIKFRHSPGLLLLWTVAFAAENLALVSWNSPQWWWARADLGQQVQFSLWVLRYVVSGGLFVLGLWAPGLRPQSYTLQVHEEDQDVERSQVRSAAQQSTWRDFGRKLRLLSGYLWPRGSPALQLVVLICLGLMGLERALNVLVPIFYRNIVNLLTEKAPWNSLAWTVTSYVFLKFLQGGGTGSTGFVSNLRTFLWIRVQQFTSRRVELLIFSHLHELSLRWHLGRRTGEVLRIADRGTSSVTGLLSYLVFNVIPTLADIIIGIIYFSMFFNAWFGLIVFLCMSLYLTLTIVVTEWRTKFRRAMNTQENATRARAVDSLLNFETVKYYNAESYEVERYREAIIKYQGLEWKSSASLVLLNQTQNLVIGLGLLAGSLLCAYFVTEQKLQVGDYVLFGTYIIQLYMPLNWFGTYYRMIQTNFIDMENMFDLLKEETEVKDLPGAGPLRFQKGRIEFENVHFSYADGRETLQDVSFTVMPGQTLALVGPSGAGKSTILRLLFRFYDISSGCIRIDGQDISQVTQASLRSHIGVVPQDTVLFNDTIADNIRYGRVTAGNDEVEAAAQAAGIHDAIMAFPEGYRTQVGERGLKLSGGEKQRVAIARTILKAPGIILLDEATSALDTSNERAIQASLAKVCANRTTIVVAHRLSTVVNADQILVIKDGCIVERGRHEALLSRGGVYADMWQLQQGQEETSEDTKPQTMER
Cardio protect: protects H9c2 cardiomyocytes from peroxide injury. 360,000 tested, 0.63% active. protection from H2O2 cell death, % at 20 µM. H2O2 injury protection, ATPLite, 2 h;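 active = compounds giving at least 50% protection of heart cells from peroxide-induced death in the single-dose screen, raw or plate-pattern-corrected value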;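 note: 0% = DMSO wells with peroxide and 100% = DMSO wells without peroxide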
Active calls of the source: *; i = inactive; . = no result given.

SMILES	HTR2A ag	MC4R ag barr	N-glyco inh	aDG glyco up	Exocytosis inh	MC4R antag cAMP	hiPSC survival	ABHD5-PLIN5 inh	ABCB6 inh MLPCN	Cardio protect
CCOc1ccccc1OCCN1CCCC1	-6	3.5	3	-0.2	-1	7	1.3	-2	97	3
Cc1cc(-c2csc(NC(=O)c3ccc(=O)[nH]c3)n2)c(C)n1Cc1ccco1	-6	-0.8	1	0.3	-2	7	1.3	16	106	0
CCCc1cc(=O)[nH]c(-n2[nH]c3c(c2=O)CCCC3)n1	-2	-2.6	-2	0.4	1	-3	0.1	-3	99	44
CC(=O)Nc1ccc(N(C(=O)c2ccccn2)C(C(=O)NC2CCCCC2)c2ccc(F)cc2)cc1 (stereo not drawn)	2	-2.0	7	-0.2	-4	12	1.1	-1	92	1
CC/C(=C\C1CCCCC1)C(NP(=O)(c1ccccc1)c1ccccc1)c1ccccc1 (stereo not drawn)	4	-1.4	-6	2.4	59*	9	0.2	15	89	-9
Cc1nc2nc[nH]n2c(=O)c1NC(=O)c1c(-c2ccccc2Cl)noc1C	-2	-1.0	1	0.4	2	2	4.0	-5	98	-3
COc1ccccc1C1C(C(N)=O)=C(C)Nc2nc(-c3ccccc3Cl)nn21 (stereo not drawn)	0	-0.1	-1	0.2	-2	1	-2.5	-4	98	1
C/C(CC(=O)NCc1ccc(Cl)cc1)=N\NC(=O)c1ccccc1F	-3	-2.7	1	-0.3	-1	17	-4.5	-1	104	3
COc1cc(/C=C2/SC(=S)N(CC(=O)O)C2=O)ccc1OC(=O)c1cccs1	2	-2.1	-2	0.1	2	2	-0.4	-2	94	-13
CCOC(=O)c1c[nH]c2c(Cl)ccc(Cl)c2c1=O	-1	3.3	0	0.4	10	-9	-2.2	13	188	-9
CCCC(=O)NCCc1nc2cc([N+](=O)[O-])ccc2n1C	0	0.3	2	0.1	2	13	-2.7	6	102	0
Cc1cc2cc(CCNC(=O)CC(C)(C)C)c(=O)[nH]c2cc1C	1	1.4	-1	0.4	7	14	-0.9	-6	93	9
CN(CC(=O)Nc1ccc(Cl)cc1)C(=O)CCc1ccccc1	-1	0.8	1	-0.1	14	13	0.1	0	95	3
Cc1cccc(-n2c(O)c(C=NC3CCS(=O)(=O)C3)c3ccccc3c2=O)c1 (stereo not drawn)	-1	-0.1	2	0.0	0	9	-1.7	-1	96	20
Cc1ccc(-c2nnc(Nc3ccc(C(=O)N(C)C)cc3)c3ccccc23)cc1S(N)(=O)=O	4	-0.9	0	0.0	10	3	0.0	5	91	13
COc1ccc(C2NC(=O)N(C)C3=C2C(=O)CC(C)(C)C3)cc1OC (stereo not drawn)	1	1.7	1	0.0	-1	-1	1.3	-3	102	-4
CO/N=C(\N)c1ccc([N+](=O)[O-])cc1	13	-0.2	1	-0.2	0	8	-3.4	-4	99	5
COc1cc(C(=O)NCc2ccc(C)cc2)ccc1OC(F)F	-7	1.6	-3	-0.2	-3	12	0.2	4	100	7
COc1cccc(/C=N/NC(=S)Nc2cccc(S(=O)(=O)N(C)C)c2)c1	-1	-1.7	-2	-0.2	1	12	-0.5	-7	100	8
COc1ccccc1OCC(=O)Nc1ccccc1C(=O)Nc1cccc(C(=O)O)c1	2	-1.7	1	0.0	11	10	1.6	4	102	8
CCn1c(C)c(C)c2cc(C(=O)NC3CCCCCC3)ccc21	3	-2.4	-1	0.7	1	-1	0.1	0	94	-3
Cc1cc(C)n(CC(C)NCc2c(C(=O)N3CCOCC3)nc3c(C)cccn23)n1 (stereo not drawn)	6	-2.9	1	-0.1	-5	5	1.9	1	99	1
Cc1cccc(NC(=O)CSc2nc3ccccc3c(=O)n2CC2CCCO2)c1 (stereo not drawn)	-5	-2.9	-1	0.2	0	4	0.0	2	98	4
O=C(O)c1ccc(NC(=O)c2ccc(Cl)cc2)c(NC(=O)c2ccc(Cl)cc2)c1	-1	-1.0	0	0.0	8	-2	-0.1	5	94	9
Cc1nn(-c2ccccc2)c2c1C1(C(=O)Nc3ccccc31)N1C(=N2)Sc2ccccc21 (stereo not drawn)	-1	-3.4	4	0.6	9	-3	2.2	-7	100	-13
Next records follow.
SMILES	HTR2A ag	MC4R ag barr	N-glyco inh	aDG glyco up	Exocytosis inh	MC4R antag cAMP	hiPSC survival	ABHD5-PLIN5 inh	ABCB6 inh MLPCN	Cardio protect
CCN(CC)CCCN=Cc1c(O)n(-c2ccc(C)cc2)c(=O)c2ccccc12	3	-0.3	-2	0.0	38	-2	0.3	-2	101	4
Cc1ccc(NC(=O)CCn2nc(C)cc2C)c(C)c1	0	-1.7	2	-0.3	-1	3	10	-8	100	1
Cc1cc(C)cc(OCC(=O)NNC(=O)CC(C)c2ccccc2)c1 (stereo not drawn)	6	-1.1	7	-0.3	-8	4	0.8	4	114	0
COc1cc2c(cc1NC(=O)C1CCCO1)oc1ccccc12 (stereo not drawn)	-2	0.5	-1	0.0	3	19	-0.2	3	98	-6
Cc1nc(CS(=O)(=O)c2ccc(Cl)cc2)cc(Sc2ccc(Cl)cc2)n1	0	1.6	-1	0.3	-3	13	-2.7	-7	97	-3
CCN1CC2([N+](=O)[O-])CC=C(OC)C([N+](=O)[O-])(C1)C2 (stereo not drawn)	1	0.2	2	-0.1	-1	1	-1.7	14	93	0
Cc1nc2cc(NC(=O)COc3ccc(C#N)cc3)ccc2n1-c1ccccc1	-3	-3.2	-2	0.3	-1	2	-0.4	6	99	-6
CN(C)c1nccc(N(Cc2ccccc2)Cc2ccccc2)c1C#N	0	1.0	-4	0.0	3	3	-1.5	-7	100	-10
O=C(COc1ccc(Cl)cc1)Nc1ccc2oc(-c3ccncc3)nc2c1	-1	0.4	0	-0.1	5	0	8.1	0	119	19
CNS(=O)(=O)c1cccc(C(=O)OCC(=O)Nc2ccc(Cl)cc2F)c1	-3	-2.2	4	0.0	-2	11	-0.6	-5	94	-9
COc1cc(OC)cc(C(=O)NCC(=O)OCc2cc(=O)oc3cc(OC)ccc23)c1	-1	-1.6	0	0.1	6	5	-0.4	-4	86	12
N#Cc1ccc(OCC(=O)Nc2nc(-c3ccncc3)cs2)cc1	4	1.9	-2	-0.1	0	7	-0.5	8	94	-2
NCCCCc1ccc2ccc3cccc4ccc1c2c34	-1	0.9	-3	0.0	26	0	-0.7	7	102	10
CCCSc1nc(C)c(-c2csc(C(C#N)=C3CCCC3)n2)cc1C#N	0	-0.6	-5	-0.5	-2	8	1.1	0	96	-3
Cc1ccc(S(=O)(=O)N2CCOCC2)cc1NC(=O)CNC(C)c1ccccc1 (stereo not drawn)	1	-0.9	0	-0.1	12	0	1.2	5	104	-3
CCOC(=O)N1CCN(C(=O)C2CCN(S(=O)(=O)c3cc(Cl)ccc3OCC)CC2)CC1	9	-2.8	.	0.2	6	-1	-0.4	3	100	-8
C=CCNC(=O)O/N=C/c1csc([N+](=O)[O-])c1	17*	-1.3	3	0.0	-4	11	-0.9	-7	100	0
O=C(NNC(=O)c1ccc([N+](=O)[O-])cc1)c1ccc(Br)cc1	0	-1.0	3	0.1	-4	3	-0.6	2	97	-2
CC(NC(=O)c1ccccc1Br)c1nnc(SCc2ccc([N+](=O)[O-])cc2)n1C (stereo not drawn)	-1	-1.1	1	0.2	-1	11	-1.2	-2	102	-1
COc1ccc2c(c1)nc(NCCCO)n2Cc1ccccc1	-3	-1.7	1	-0.1	-3	3	-0.7	-1	110	7
Cc1nc(C(F)(F)F)ccc1C(=O)N1CCC1(C)C(=O)Nc1ccc2c(c1)OCO2 (stereo not drawn)	-1	1.2	2	0.3	-1	9	-1.4	-12	99	0
CC(NC(=O)COC(=O)C1CC1C)c1ccccc1 (stereo not drawn)	12	0.1	1	-0.2	13	2	1.4	-4	103	2
O=C(O)C1CN(C(=O)c2ccccc2)c2cc(Cl)ccc2O1 (stereo not drawn)	-6	-0.9	1	0.1	1	20	-0.5	-10	96	5
O=C1N=c2ccccc2=C1c1sc(=O)[nH]c1O	5	-1.1	7	-0.1	1	-33	0.8	0	98	-1
O=S(=O)(c1cccs1)N1CCN(c2ccc(O)cc2)CC1	-3	-2.3	-3	-0.1	0	5	-0.6	3	90	0
Additional compounds
SMILES	HTR2A ag	MC4R ag barr	N-glyco inh	aDG glyco up	Exocytosis inh	MC4R antag cAMP	hiPSC survival	ABHD5-PLIN5 inh	ABCB6 inh MLPCN	Cardio protect
CC(C)c1onc(C(=O)Nc2sc3c(c2C#N)CCC3)c1[N+](=O)[O-]	0	-2.5	2	-0.3	2	24	-3.6	-2	103	2
Fc1cccc(CN(C2=NCCN2)c2c(Cl)cccc2Cl)c1	-1	-0.2	-1	0.1	-9	0	-0.6	3	i	1
c1ccc(Cc2nnc3sc(-c4cccs4)nn23)cc1	-6	1.4	-3	0.3	-1	-1	6.2	-4	101	7
CC(c1ccccc1)n1cc(C(=O)NCc2ccccn2)nn1 (stereo not drawn)	6	0.2	4	-0.1	1	20	3.0	2	101	7
O=C(Cn1nnc2ccccc2c1=O)NCCc1ccccc1	0	-2.2	3	-0.2	-1	-1	-1.5	-14	98	-6
COc1cccc(OCCNC(=O)c2cccc(OC)c2)c1	-2	-1.5	3	-0.1	1	5	1.8	-1	105	5
COc1ccc(CCN(C)C(=O)C2CCN(C(=O)Nc3ccccc3)CC2)cc1OC	7	-0.3	1	0.0	-2	-2	2.6	10	103	0
COc1ccc(CNC(=O)CCCC(=O)Nc2cccc(Br)c2)cc1	-9	0.5	1	0.0	1	6	1.5	4	103	-3
COc1ccc(Nc2nnc(-c3ccncc3)s2)cc1Cl	-4	-2.7	-3	-0.1	-6	5	-0.4	9	93	1
CCCCOP(=O)(c1ccc(N(C)C)cc1)C(O)c1cc(OC)ccc1OC (stereo not drawn)	1	1.1	0	0.1	8	11	1.3	-2	102	1
COc1ccc(C(=O)COC(=O)c2sccc2C)cc1OC	8	2.1	-1	0.4	-3	-2	-0.3	1	98	-1
Cc1cc(C)n(C(=O)C(C(=O)c2ccccc2)C(C)C)n1 (stereo not drawn)	-2	-0.2	0	-0.3	-1	6	0.1	-4	100	-6
COC(=O)c1ccc2cc(OC)cc([N+](=O)[O-])c2n1	0	-0.4	-2	-0.1	-6	1	-0.1	1	110	-2
C/C(CC(=O)NC1CCCCC1)=N\NC(=O)COc1ccc(C)cc1Br	-1	-0.4	1	0.0	-1	0	0.5	-3	99	8
O=c1cc(-c2ccccc2)oc2ccc(O)cc12	-2	1.9	3	2.4*	-2	-19	0.1	0	95	-8
Cc1cc(NC(=O)CCC(=O)N(CC(=O)NC2CCCC2)Cc2ccccc2Cl)no1	-2	-0.2	0	-0.2	2	10	-4.1	1	99	13

2 of these compounds in another layout:
| smiles | HTR2A ag | MC4R ag barr | N-glyco inh | aDG glyco up | Exocytosis inh | MC4R antag cAMP | hiPSC survival | ABHD5-PLIN5 inh | ABCB6 inh MLPCN | Cardio protect |
| --- | --- | --- | --- | --- | --- | --- | --- | --- | --- | --- |
| CCCCOP(=O)(c1ccc(N(C)C)cc1)C(O)c1cc(OC)ccc1OC (stereo not drawn) | 1 | 1.1 | 0 | 0.1 | 8 | 11 | 1.3 | -2 | 102 | 1 |
| COc1ccc(C(=O)COC(=O)c2sccc2C)cc1OC | 8 | 2.1 | -1 | 0.4 | -3 | -2 | -0.3 | 1 | 98 | -1 |
